# Source: PubChem
# PI4K2A inh: blocks human PI4K2A kinase activity; purified PI4K2A, ADP-Glo luminescence, 1 h; stronger effect = lower value; activity change, negative = inhibition, % at 76.9 µM; hit rate 0.13% among 420,000; in the data active means activity change below about -50%; inconclusive means mostly about -30% to -49%;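 further: -100% = wells without enzyme as full effect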
#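 In this quantitative HTS, ADP production by PI4K2A was quantified luminescently after 1 h at ambient temperature; 100 microM adenosine served as plate-quality control.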
# TrxR1 substrate: rat thioredoxin reductase 1 substrate activity; purified TrxR1 substrate turnover, NADPH consumption readout; Potency, µM (top dose mostly 114 µM), without a hit: at the highest dose activity change, negative = substrate turnover; hit rate 0.01% among 390,000; further: potency means the concentration at half of the fitted maximal effect; on the % scale 0 is the no-effect control and ±100 the full control effect; nearly all actives have a fitted effect of over 50% in size
#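 Rat TrxR1, dispensed at 90 nM, was prereduced with 400 uM NADPH (final) for 5 min at ~22 deg C, then incubated with compound 15 min before 400 uM selenite. A first-read NADPH fluorescence drop versus no-compound background flagged substrates.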
# USP1 inh: USP1/UAF1 (human) deubiquitinase inhibition; hit rate 0.23% among 390,000; Potency, µM (doses to about 57.1 µM), inactives show top-dose activity change, negative = inhibition, most hits filed as inhibitors; AID 743255; recombinant USP1/UAF1, Ub-Rhodamine cleavage fluorescence; further: potency means the concentration at half of the fitted maximal effect; on the % scale 0 is the no-effect control and ±100 the full control effect; nearly all actives have a fitted effect of over 60% in size; inactives centre near -12
# Target sequence (O94782 whole entry, looked up): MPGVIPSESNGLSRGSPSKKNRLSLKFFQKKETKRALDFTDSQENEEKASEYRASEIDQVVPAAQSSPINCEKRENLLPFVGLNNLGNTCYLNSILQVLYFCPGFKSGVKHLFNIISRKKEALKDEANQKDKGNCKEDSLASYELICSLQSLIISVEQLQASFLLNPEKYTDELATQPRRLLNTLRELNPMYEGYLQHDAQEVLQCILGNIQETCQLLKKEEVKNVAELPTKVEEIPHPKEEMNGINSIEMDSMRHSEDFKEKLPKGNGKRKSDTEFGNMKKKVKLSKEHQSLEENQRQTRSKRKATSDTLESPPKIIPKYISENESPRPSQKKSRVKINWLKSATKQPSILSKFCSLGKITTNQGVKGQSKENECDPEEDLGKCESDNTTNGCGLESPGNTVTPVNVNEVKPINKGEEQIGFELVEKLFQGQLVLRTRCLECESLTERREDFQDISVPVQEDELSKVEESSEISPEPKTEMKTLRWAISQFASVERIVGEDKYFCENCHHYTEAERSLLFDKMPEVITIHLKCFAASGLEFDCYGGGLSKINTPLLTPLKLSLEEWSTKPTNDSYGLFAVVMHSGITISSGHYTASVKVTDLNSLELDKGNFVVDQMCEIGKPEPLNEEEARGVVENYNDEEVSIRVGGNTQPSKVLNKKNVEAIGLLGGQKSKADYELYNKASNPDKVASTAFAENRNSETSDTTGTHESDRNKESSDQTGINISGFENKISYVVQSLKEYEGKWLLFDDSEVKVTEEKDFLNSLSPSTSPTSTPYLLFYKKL
#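 USP1/UAF1 complex (1 nM) preincubated 15 min at room temperature with compound, then Ub-Rho substrate (150 nM final) added. Kinetic fluorescence at 480/540 nm over 6 reads at 60 s intervals; 50 mM HEPES pH 7.8, 0.5 mM EDTA, 0.1 mg/ml BSA, 1 mM TCEP, 0.01% Tween-20.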
# Tb PGK inh: inhibitors of T. brucei phosphoglycerate kinase; P07378; Potency, µM (series often up to 57.5 µM), inactives show at the highest dose activity change, negative = inhibition, usual class: inhibitors; hit rate 0.043% among 380,000; PGK/GAPDH coupled, Kinase-Glo luminescence, 60 min; further: potency means the concentration at half of the fitted maximal effect; on the % scale 0 is the no-effect control and ±100 the full control effect; nearly all actives have a fitted effect of over 60% in size
#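 Luminescent ATP detection (Kinase-Glo Plus) follows a 60-minute room-temperature incubation, with wells lacking PGK as controls. Buffer: 100 mM TEA (pH 7.6), 5 mM MgCl2, 0.01% Tween-20. Coupling enzyme GAPDH (100 nM final) supplies unstable 1,3-BPG in-well.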
# mIDH1 inhibitor: inhibitors of human mutant IDH1 R132H; IDH1-R132H enzyme, NADPH consumption, diaphorase/resazurin fluorescence; hit rate 0.093% among 390,000; Potency, µM (top dose mostly 76.6 µM), without a hit: at the top dose activity change, negative = inhibition, hits mostly inhibitors; O75874; further: potency means the concentration at half of the fitted maximal effect; on the % scale 0 is the no-effect control and ±100 the full control effect; nearly all actives have a fitted effect of over 65% in size
#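 IDH1-R132H (0.5 ug/mL dispensed) in pH 7.5 Tris buffer was preincubated 30 min with compound, then given a substrate mix of 0.016 mM NADPH and 2 mM alpha-KG for 80 min at room temperature; remaining NADPH was read by diaphorase/resazurin fluorescence.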
# Pin1 inh: human Pin1 inhibition; Pin1 FP peptide displacement, HiFluor488, 10 min; Potency, µM (highest dose often 115 µM), without a hit: top-dose activity, negative = inhibition, hits mostly inhibitors; hit rate 0.009% among 390,000; active means well fitted inhibition curve with a large enough effect in the polarisation, with a control signal flat, not every such curve was filed as active; inconclusive means small, poorly fitted or top-dose-only effect, or effect the other way, or a change in a side signal; inactive means no such curve, though single readings can be large or run the other way; the % refers to the polarisation; further: potency means the concentration at half of the fitted maximal effect; on the % scale 0 is the no-effect control and ±100 the full control effect
# Target sequence (Q13526 whole entry, looked up): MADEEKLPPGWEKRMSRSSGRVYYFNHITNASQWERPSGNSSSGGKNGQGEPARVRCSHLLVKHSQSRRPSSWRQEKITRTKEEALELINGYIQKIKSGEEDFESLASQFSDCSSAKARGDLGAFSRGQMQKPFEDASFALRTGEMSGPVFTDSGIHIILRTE
# HP1b binding inh: blocks HP1-beta chromodomain binding to methylated histone tails; P83916; AlphaScreen HP1-beta / biotin-H3K9me3 peptide binding; Potency, µM (top dose mostly 114 µM), for the others: at the top dose activity change, negative = inhibition, actives largely listed as inhibitors; hit rate 0.56% among 390,000; further: potency means the concentration at half of the fitted maximal effect; nearly all actives have a fitted effect of over 70% in size; inactives centre near 23
#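 AlphaScreen: HP1-beta (50 nM) preformed 30 min with biotin-H3(1-18)K9me3 peptide (50 nM) in PBS pH 7.4, 0.01% Tween-20. Compound added for 30 min at RT, then streptavidin donor/nickel chelate acceptor beads (10 ug/mL) for 30 min.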
# TrxR1 inh: rat TrxR1 inhibition; recombinant rTrxR1, NADPH fluorescence consumption, selenite substrate; O89049; Potency, µM (titrated, usually from 114 µM), for inactives: top-dose activity change, negative = inhibition, most hits filed as inhibitors; hit rate 1% among 390,000; AID 588453; further: potency means the concentration at half of the fitted maximal effect; on the % scale 0 is the no-effect control and ±100 the full control effect; nearly all actives have a fitted effect of over 65% in size
#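 Rat TrxR1 (90 nM in the dispensed reagent) was pre-reduced with 400 uM NADPH for 5 min at room temperature, then incubated with compound for 15 min. After 400 uM selenite was added, NADPH fluorescence (Ex 340/Em 450 nm) was followed for 8 min.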
# GLS inh: inhibitors of human glutaminase (GLS); GLS enzymatic activity, qHTS titration; Potency, µM (series often up to 45.5 µM), for the others: at the highest dose activity change, negative = inhibition, most hits filed as inhibitors; hit rate 0.21% among 410,000; further: potency means the concentration at half of the fitted maximal effect; on the % scale 0 is the no-effect control and ±100 the full control effect
#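 hKGA in 45 mM KH2PO4 pH 8.2, 0.02% Tween-20 with pin-transferred compounds; 1 mM L-glutamine (stock) plus glutamate oxidase/HRP/Amplex Red coupling added. Fluorescence read initially and after 30 min at RT.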
# An asterisk follows results filed as active; i = inactive; ? = inconclusive; · = not tested or not shown; & = joins results of further samples; [ ] = dose if it differs, or a comment. Unless noted, the call rests on the fitted dose curve; in most records, active means well fitted curve in the direction sought with a large enough effect; inconclusive means small, poorly fitted or top-dose-only effect, or another doubt; inactive means no such curve, though single readings can be large; an effect the other way counts as inactive or inconclusive.
SMILES,PI4K2A inh,TrxR1 substrate,USP1 inh,Tb PGK inh,mIDH1 inhibitor,Pin1 inh,HP1b binding inh,TrxR1 inh,GLS inh
Cc1cc(C)c(NC(=O)Nc2ccc3c(c2)OCO3)c(C)c1,1,-1%,-17%,6%,11%,0%,30%,13%,1%
CC(C)(C)c1ccc(C(=O)Nc2ccc(C(=O)NCc3cccnc3)cc2)cc1,-1,-13%,-5%,6%,-5%,-1%,7%,-19%,2%
COc1ccc(C(=O)NC(=S)Nc2cccc(NC(=O)c3ccco3)c2)cc1[N+](=O)[O-],-3,-8%,-16%,-1%,5%,19%,19%,?,8%
Cc1ccc(/C(O)=C2\C(=O)C(=O)N(CCc3c[nH]c4ccccc34)C2c2cccnc2)cc1 (stereo unspecified),-4,-12%,-13%,-5%,10%,1%,7%,-3%,27%
CC(C)C(c1nnnn1C1CCCC1)N1c2ccccc2CC1C (stereo unspecified),6,-4%,-12%,3%,-1%,·,-1%,-22%[57.1 µM],0%
COc1cccc(CNC(=O)Cn2c(=O)oc3cc(S(=O)(=O)N4CCC(C)CC4)ccc32)c1,-10,-8%,-14%,i,-12%,17%,28%,-16%,0%
CSCCC1C(=O)OC2(C)CC(C)(C)NC(=S)N12 (stereo unspecified),5,-12%,-6%,-3%,2%,-1%,30%[activator],-15%,12%
Cc1ccc(N2CC(C(=O)OCC(=O)c3ccc[nH]3)CC2=O)cc1 (stereo unspecified),4,-4%,-19%,-6%,3%,-4%,-1%,-1%,4%
COc1cc(C2c3c(-c4ccccc4O)n[nH]c3C(=O)N2CCO)ccc1OCC(C)C (stereo unspecified),-2,1%,-11%,-11%,-27%,4%,67%[activator],8%,7%
C[C@@]12C(=O)N(CCc3c[nH]c4ccccc34)CC(=O)N1[C@H]1c3ccccc3OC[C@@H]1[C@@H]2c1ccccc1,0,1%[57.1 µM],-27%,-7%,-13%,31%[activator],22%,17%[57.1 µM],2%
O=CNC(n1cnc2c(N3CCOCC3)ncnc21)C(Cl)(Cl)Cl (stereo unspecified),-5,?,-23%,-2%,3%,-1%,34%,-19%,-5%
CC(=O)c1c(OCC(=O)N(C)C2CCCCC2)ccc2c(C)cc(=O)oc12,8,2%,2%,-4%,8%,-15%,21%,-1%,9%
CC(OC(=O)c1nc(Cl)ccc1Cl)C(=O)NCc1ccccc1 (stereo unspecified),-4,·,-25%,i,8%,·,·,·,-1%
CCOC(=O)C1CCN(C(=O)c2ccccc2NC(=O)c2nsc3ccccc23)CC1,-1,3%[57.1 µM],?,3%,16%,-14%,24%[57 µM],12%[57.1 µM],2%
Fc1ccc(CSc2ncnc3c2oc2ccccc23)cc1,2,1%,1%,-8%,8%,0%,48%[activator],10%,0%
Cc1ccc(OCC(=O)Nc2cccnc2Cl)cc1C,2,-1%,-5%,5%,-2%,4%,-1%,7%,0%
CC[C@]12c3[nH]c4cc(-c5ccco5)ccc4c3CCN1C(=O)[C@@H](CC(=O)NCCCOC)C[C@@H]2C(=O)N1CCN(C(=O)C2CC2)CC1,0,43%[activator],-14%,3%,-5%,21%,16%,-18%,-2%
COC(=O)c1ccc(OC(=O)CCN2c3ccccc3Sc3ccccc32)cc1,7,12%[57.1 µM],-23%,-5%,1%,2%,60%[activator],-1%[57.1 µM],-6%
CCOC(=O)Cn1c(=O)n(-c2ccc(Cl)cc2)c2nc(-c3ccc(Cl)cc3)nc(C(N)=O)c21,4,21%[57.1 µM],-17%,-10%,1%,1%,9%[57 µM],26%[57.1 µM],6%
Cc1c(C=C2C(=O)c3ccccc3C2=O)cc(C#N)n1C,-2,7%,-11%,-7%,9%,1%,27%,11%,-2%
O=C(CSCc1ccc(Cl)cc1)Nc1nccs1,1,6%,-14%,i,8%,2%,12%,16%,7%
N/C(=N\OC(=O)c1ccccc1F)c1cccc([N+](=O)[O-])c1,-4,-2%,-10%,-3%,-1%,-10%,17%,16%,-3%
COc1ccc(N2C(=O)CC(N3CCN(c4nc5ccccc5s4)CC3)C2=O)cc1 (stereo unspecified),3,1%,-9%,i,4%,-11%,19%,?,-2%
Cc1cc(C(=O)Nc2cccc([N+](=O)[O-])c2)c(C)o1,0,2%,-21%,2%,7%,-3%,-4%,15%,-9%
CCc1cccc(CC)c1NC(=S)NCCc1c(C)[nH]c2ccccc12,1,0%,-11%,2%,-3%,2%,-16%,-2%,6%
CC(=O)NC1C(=O)N=C(SC(C)C(=O)Nc2cccc(Cl)c2)NC1=O (stereo unspecified),0,6%,-29%,5%,-6%,0%,33%,24%,18%
O=S(=O)(/C=C/c1ccccc1)NC1CCCCCCC1,4,-12%,-16%,-2%,-9%,4%,52%[activator],-5%,4%
Cc1ccc(C)c(Cn2nnc3c(=O)[nH]c(C4CCCN(C(=O)C5CCCCC5)C4)nc32)c1 (stereo unspecified),0,-10%,-4%,2%,-2%,1%,10%,-8%,12%
CC(C)(C)c1ccc(C(=O)NCC(=O)OCC(=O)NC(=O)NC2CCCC2)cc1,-2,-9%,-18%,-5%,1%,3%,26%,-9%,1%
CN1CCN(C(=O)Nc2cccc(Cl)c2)c2cccnc21,-2,73%[activator],-1%,-2%,-7%,-1%,64%[activator],9%,19%
O=C(NC1CCCC1)C1CCN(S(=O)(=O)N2CCCCC2)CC1,-2,11%,-12%,-8%,10%,6%,68%[activator],20%,-3%
CC1=C/C(=N\NC(=S)Nc2cccnc2)CC(C)(C)C1,2,-1%[0.457 µM],-3%,i,-1%,56%[activator],?,6%[57.1 µM],?
O=C(c1nc2ccc(Cl)cn2c1CNCCc1cnccn1)N1CCCCCCC1,4,-3%,-7%,-4%,4%,0%,37%,-22%,0%
CC(C)NC(=S)NCc1cccnc1,-3,-3%,-12%,-3%,3%,0%,22%,-10%,5%
COc1ccc(OC)c(S(=O)(=O)NC(N)=NCCc2ccccc2)c1,1,-2%,-4%,·,3%,-3%,27%,12%,1%
COc1ccccc1/C=C/C(=O)NNC(=O)c1cccs1,1,10%,-23%,10%,-8%,-5%,46%[activator],12%,-25%
Cc1ccc(CNS(=O)(=O)c2ccc(F)c(F)c2)n1C,3,6%,?,6%,12%,0%,-20%,?,11%
Cc1nn(-c2ccccc2)c(Cl)c1/C=N/Nc1ccc(Cl)c(C(=O)O)c1,6,-14%,-16%,-4%,5%,0%,?,-3%[57.1 µM],16µM*
CCC1(CC)NC(=O)N(Cc2nc3ccccc3s2)C1=O,-2,10%[57.1 µM],6%,0%,9%,5%,21%,22%[57.1 µM],-12%
Cn1c(NC(=O)/C=C\c2ccccc2)cc(=O)n(C)c1=O,2,-14%,-1%,-11%,1%,0%,11%,11%[57.1 µM],-6%

# Whole records, quoted from the list. Order of values: PI4K2A inh	TrxR1 substrate	USP1 inh	Tb PGK inh	mIDH1 inhibitor	Pin1 inh	HP1b binding inh	TrxR1 inh	GLS inh
# `Cc1ccc(OCC(=O)Nc2cccnc2Cl)cc1C` is entered as 2	-1%	-5%	5%	-2%	4%	-1%	7%	0%
# `CCOC(=O)Cn1c(=O)n(-c2ccc(Cl)cc2)c2nc(-c3ccc(Cl)cc3)nc(C(N)=O)c21` is entered as 4	21%[57.1 µM]	-17%	-10%	1%	1%	9%[57 µM]	26%[57.1 µM]	6%

# Further results.
SMILES,PI4K2A inh,TrxR1 substrate,USP1 inh,Tb PGK inh,mIDH1 inhibitor,Pin1 inh,HP1b binding inh,TrxR1 inh,GLS inh
CCn1ccc(C(=O)NC2=C(C#N)CCC2)n1,8,1%,4%,0%,2%,2%,-9%,?,2%
O=C1c2ccccc2C(Nc2ccc(Cl)cn2)N1Cc1ccccc1 (stereo unspecified),-1,2%[57.1 µM],0%,9%,3%,110%[activator],19%,3%[57.1 µM],-6%
COC(=O)c1cc(OC)c(OC)cc1NCC(=O)Nc1ccc(OC)c(OC)c1,-3,4%,-23%,i,3%,-1%,12%,?,3%
O=C1NC(=S)NC1Cc1ccc(O)cc1 (stereo unspecified),8,0%,-3%,i,1%,-4%,67%[activator],-8%,30%
CC(C)c1ccc2c(c1)CC[C@H]1[C@](C)(CN)CCC[C@]21C,-1&-4,6%&1%,-24%&-12%,-4%&1%,-10%&-7%,0%&0%,3%&30%,15%&12%,3%&1%
O=C(CNCCO)NC12CC3CC(CC(C3)C1)C2,-1,4%,-26%,5%,8%,0%,68%[activator],10%,-14%
CCc1ccc(C(=O)N/N=C/c2ccncc2)s1,-2,-6%,-14%,9%,3%,3%,49%[activator],1%,18%
O=C(O)c1c2c(nc3ccc(Cl)cc13)CCC2,-4,6%[57.1 µM],-13%,-3%,23%,-9%,14%,7%[57.1 µM],11%
COc1ccc(-n2nc(C(=O)NCC(=O)NCC3CCCO3)c3ccccc3c2=O)c(OC)c1 (stereo unspecified),5,6%,-13%,-4%,1%,-2%,29%,11%,2%
O=C(O)COc1cccc(NC(=O)c2ccccc2)c1,-14,-2%[57.1 µM],1%,·,-13%,-5%,16%,-7%,0%
C/C(=N\NC(=O)c1ccc([N+](=O)[O-])c(C)c1)c1ccccc1Cl,-7,9%,-3%,-2%,7%,-3%,-7%,20%,11%
CC(NS(=O)(=O)c1ccccc1)C(c1cccs1)N1CCOCC1 (stereo unspecified),-4,-2%[57.1 µM],2%,3%,1%,-4%,34%[activator],12%[57.1 µM],2%
N#Cc1c[nH]n2c(NC3CCCC3)c(-c3cccc(Cl)c3)nc12,-2,6%,-20%,-4%,9%,-15%,29%,1%,-29%

# This is a subset (hit frequency here may not be typical).
